STAT1 blocker = STAT1 signaling inhibitors, primary screen, cell-based, HTS, luciferase reporter; AID 920, 2007; inhibition, % at 5.5 µM; NIH 3T3 STAT1-luciferase reporter, IFN-gamma, luminescence; actives 0.35% (n = 200,000);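 active = inhibition above a set limit, the mean inhibition across all tested compounds plus 3 SD, cut at about 34% in these data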;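 note: 0% = IFN-gamma with DMSO and 100% = IFN-gamma with 300 µM nifuroxazide; values of inactives mirror those of a sister screen read the other way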
STAT3 act = IL-6 driven STAT3 reporter potentiators, primary screen, U3A cells, luciferase, luminescence, MLSCN library. actives 0.91% (n = 190,000). IL-6 STAT3-luciferase reporter; 100% = signal with IL-6 EC80 alone. activation (% of control), % at 5.6 µM;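 active = activation above the screen-wide mean of compound activation plus 3 SD, cut at about 130% in these data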;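 note: 0% = background luminescence of wells with medium and substrate only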
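system = STAT3-luciferase reporter U3A cells | reagent = IL-6 stimulus at 33 ng/mL final | timing = 1 h compound pre-exposure, 6 h IL-6 stimulation, 37 °C | measured by = luminescence | evaluation = % activation versus median of IL-6-stimulated wells | control set = IL-6-only wells as 100% reference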
APP 5UTR inh = inhibitors of APP translation via 5'UTR reporter, primary screen, APP 5'UTR luciferase, SH-SY5Y cells. inhibition, % at 2 µM. actives 0.82% (n = 190,000). SH-SY5Y APP 5'UTR-luciferase reporter, luminescence;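 active = inhibition above a set limit, derived from the sample mean plus 3 SD, cut at about 45% in these data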; note: values of inactives mirror those of a sister screen read the other way
RAM network inh = inhibitors of the yeast RAM network, primary screen, dse1pr::URA3 reporter, 5-FOA selection. actives 1.8% (n = 190,000). S. cerevisiae dse1pr::URA3 reporter, 5-FOA growth OD615, 2 d; analog-sensitive cbk1-as2 kinase mutant strain. inhibition, % at 50 µM;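 active = inhibition above a set limit, 3 SD over mean compound inhibition, cut at about 8.4% in these data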;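 note: 0% = DMSO-only wells with no growth and 100% = 10 µM 1-NA-PP1 full growth; inhibition rescues growth on 5-FOA so higher OD means more RAM inhibition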
NF-kB expr up = activators of NF-kB expression in neurons, primary screen, cell-based, HTS; fold change at 12.5 µM; actives 1.6% (n = 190,000); human neuronal cells, NF-kB reporter expression; active compounds read high; AID 1239, 2008; in the data active = fold change above about 3.3
STAT3 blocker = IL-6 driven STAT3 reporter inhibitors, primary screen, U3A cells, luciferase, luminescence, MLSCN library; IL-6 STAT3-luciferase reporter; host cell line lacks STAT1; inhibition, % at 5.5 µM; actives 0.89% (n = 190,000); AID 862, 2007;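 active = inhibition above the mean inhibition across all screened compounds plus 3 SD, cut at about 44% in these data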;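 note: 0% = DMSO only wells and 100% = 100 µM nifuroxazide control wells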
FLuc inh counter = firefly luciferase enzyme inhibitors, primary screen, artefact control for luciferase-based inhibitor screens, biochemical, luminescence, ATPLite | Luciferin 4-monooxygenase (Photinus pyralis), P08659 | AID 1006, 2008 | actives 1.5% (n = 200,000) | 10 min | inhibition, % at 10 µM;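 active = inhibition above about 50% when tested at 10 µM, limit read from the data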
Target sequence (P08659 whole entry, looked up): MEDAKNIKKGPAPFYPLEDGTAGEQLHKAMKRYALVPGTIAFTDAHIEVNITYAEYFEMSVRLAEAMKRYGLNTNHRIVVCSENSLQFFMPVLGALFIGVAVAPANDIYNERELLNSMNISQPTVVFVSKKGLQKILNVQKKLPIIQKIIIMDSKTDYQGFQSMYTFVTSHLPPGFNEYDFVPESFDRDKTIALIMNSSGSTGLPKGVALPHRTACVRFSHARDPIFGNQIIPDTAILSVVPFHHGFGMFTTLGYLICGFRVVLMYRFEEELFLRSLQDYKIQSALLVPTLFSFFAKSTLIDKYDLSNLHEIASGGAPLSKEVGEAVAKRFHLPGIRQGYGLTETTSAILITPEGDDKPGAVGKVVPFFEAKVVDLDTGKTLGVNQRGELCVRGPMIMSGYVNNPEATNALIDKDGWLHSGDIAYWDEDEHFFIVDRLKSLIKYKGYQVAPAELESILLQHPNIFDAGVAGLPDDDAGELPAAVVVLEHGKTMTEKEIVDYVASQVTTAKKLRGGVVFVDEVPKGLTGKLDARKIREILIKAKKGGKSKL
Hsp70 act = Hsp70 transcriptional activators, primary screen, cell-based, HeLa, Hsp70 promoter luciferase, luminescence, 10 µM | HeLa Hsp70 promoter luciferase reporter; scaled: vehicle 0, proteasome-inhibitor control 100% | activation, % at 10 µM | actives 0.04% (n = 200,000) | AID 1203, 2008;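 active = activation above the mean across all tested compounds plus 3 SD, cutoff set per campaign, cut at about 5.5% in these data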;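 note: 100% = MG132 at 30 µM as the positive control and 0% = DMSO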
STAT1 act = STAT1 signaling activators, primary screen, cell-based, HTS, luciferase reporter. NIH 3T3 STAT1-luciferase reporter, IFN-gamma, luminescence; 100% = IFN-gamma alone, no compound. activation (% of control), % at 5.5 µM. actives 2.6% (n = 200,000). AID 932, 2007;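 active = activation above the screen-wide mean activation plus 3 SD, cut at about 130% in these data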;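 note: raw ratio to IFN-gamma control signal so 100% means no change and 0% no light; values of inactives mirror those of a sister screen read the other way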
APP 5'UTR act = activators of APP 5'UTR luciferase reporter, primary screen, SH-SY5Y cells | SH-SY5Y APP 5'UTR luciferase reporter, luminescence; zero percent = DMSO vehicle wells | activation, % at 2 µM | actives 1% (n = 190,000) | AID 1276, 2008;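 active = activation above a set limit, based on mean plus 3 SD of controls, cut at about 140% in these data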; note: values of inactives mirror those of a sister screen read the other way
* marks the source's active call; other numbers are inactive results; · = not tested or not shown.

SMILES	STAT1 blocker	STAT3 act	APP 5UTR inh	RAM network inh	NF-kB expr up	STAT3 blocker	FLuc inh counter	Hsp70 act	STAT1 act	APP 5'UTR act
Nc1c(C(=O)O)cnc2nc(N3CCOCC3)nn12	0	96	5	3.4	1.4	12	-2	-0.2	100	-5
COC(=O)C1=C(C)NC(C)=C(C(=O)OC)C1c1ccccc1OCc1c(C)no[n+]1[O-]	-1	102	-9	2.7	1.2	0	0	-0.4	101	9
CCOc1ccc2c(c1)c(C(C)=O)c(C)n2-c1ccccc1	6	96	-2	1.1	1.5	12	-8	-0.6	95	2
Cc1cccc(C(=O)Oc2ccc(/C=N/NC(=O)c3ccccc3O)cc2)c1	-4	103	-5	2.1	1.7	-5	1	0.1	104	5
CC(=O)N(C)c1ccc(NC(=O)c2ccccc2C(=O)O)cc1	6	106	-7	0.6	1	-4	6	-0.1	96	7
O=C(CCc1nnc(C2CCCCC2)o1)N1CCN(c2ccccc2F)CC1	-73	116	-84	0.7	2.6	-13	2	0.1	163*	85
Cc1cc(C)n2nc(C(=O)NCc3ccccc3)cc2n1	2	102	-6	0.1	1.3	2	-6	-0.3	98	6
NS(=O)(=O)c1ccc(CCNC(=O)/C=C/c2ccccc2[N+](=O)[O-])cc1	0	97	-2	4.5	0.93	5	-8	-0.3	99	2
Clc1ccc(-c2nnc3ccccn23)cc1	-2	98	-18	-1.0	1.5	5	-5	-0.1	102	18
COC(=O)C(Cc1ccccc1)NC(=S)NC(=O)c1ccccc1 (stereo unspecified)	5	105	13	2.0	1.2	1	-1	0.1	94	-13
CCc1ccccc1NC(=O)Nc1cccs1	17	103	-5	1.5	0.9	8	0	0.3	84	5
CSc1cc(-c2ccccc2)n(Cc2ccc(Cl)cc2Cl)c(=O)c1C#N	3	103	6	4.1	0.96	4	-6	-0.4	97	-6
CN(C)CCCN1C(=O)CSC1c1ccccc1 (stereo unspecified)	2	96	-13	0.5	1.1	10	-3	0.0	98	13
CC(OC(=O)c1cc(Cl)ccc1[N+](=O)[O-])C(=O)NC(C)c1ccc(F)cc1 (stereo unspecified)	-3	103	-6	0.9	1.1	-7	-18	-0.3	105	6
CC(C)Cc1nnc(NC(=O)CCC(=O)Nc2ccc(F)cc2)s1	7	102	6	1.1	1.2	4	-4	-0.1	93	-6
CN(C)C(=O)COC(=O)c1ccccc1Nc1ccc(SC(F)F)cc1	-34	116	-19	2.3	2.5	-25	-3	-0.1	131*	19
Cc1cccc(Cc2c(C)nc3c(C(=O)N4CCN(Cc5ccc6c(c5)OCO6)CC4)cnn3c2C)c1	-9	93	8	0.5	1	20	-9	-0.1	108	-8
Clc1ccc2nc(-c3ccc(Br)s3)cn2c1	5	51	-230	1.9	3.5*	58*	78*	-0.1	96	230*
Fc1ccc(CCNC(=S)Nc2ccc(F)c(Cl)c2)cc1	4	96	-6	-0.8	1.2	10	-6	-0.2	95	6
O=C(Nc1cccnc1)c1ccccc1O	5	98	1	2.0	1.4	2	16	-0.3	96	-1
O=C(N=Nc1c(O)[nH]c2ccccc12)c1cc(NS(=O)(=O)c2cccs2)cc(NS(=O)(=O)c2cccs2)c1	-5	125	1	3.6	1	-22	-4	-0.2	104	-1
CN(CC(=O)N1CCN(c2ccccn2)CC1)S(=O)(=O)c1ccc(Br)cc1	1	99	5	2.8	1.2	5	5	-0.1	101	-5
CN(C)S(=O)(=O)c1ccc(C(=O)NCCOc2ccc(F)cc2)cc1	-18	110	-21	-0.1	2.1	-16	-3	0.9	116	21
CCc1nn2c(=O)cc(N3CCN(c4cc(C)nc5ccccc45)CC3)nc2s1	4	98	-1	0.0	1.2	2	-9	0.2	96	1
CC(=O)C1=C(O)C(=O)N(CCCO)C1c1ccccc1 (stereo unspecified)	-8	100	·	0.4	1.3	6	1	-0.2	107	·
O=C(CSc1nc2ccccc2c(=O)[nH]1)N1CCN(S(=O)(=O)c2ccccc2)CC1	-4	102	-2	2.3	1.1	1	-5	0.0	104	2
O=C(NCc1ccccc1)C1(c2ccccc2)CCN(S(=O)(=O)c2ccccc2)CC1	3	103	15	1.6	0.76	-3	-6	-0.4	97	-15
COCc1cc(C)nc(SCC[N+](C)(C)CC(=O)c2ccccc2)c1C#N	-8	101	-1	-1.4	1.4	5	-5	0.5	106	1
Cc1ccc(S(=O)(=O)NCCC(=O)NCc2ccccc2)cc1	-5	100	-5	1.1	1.1	5	-7	-0.3	104	5
COc1ccc(C(=O)Cn2nnc(-c3ccccc3NC(=O)C3CC3)n2)cc1	5	96	-21	5.7	0.99	13	-5	-0.1	96	21
O=C1CC(Nc2ccccc2)C(=O)N1CCc1ccccc1 (stereo unspecified)	-2	96	-4	1.1	1.3	12	-7	-0.2	102	4
Cc1cccc(NC(=O)C(C)N2C(=O)C3C4CC(C(Br)C4Br)C3C2=O)c1 (stereo unspecified)	12	102	-10	-0.7	1.1	3	-2	-0.1	89	10
O=C(CN1C(=O)C2CC=C(Cl)CC2C1=O)N1CCOCC1 (stereo unspecified)	-2	104	-2	1.4	1.1	-1	5	-0.3	104	2
Cc1ccc(S(=O)(=O)N2CCCCC2)cc1NC(=O)COC(=O)C1=COCCO1	-1	104	7	-0.2	1.2	-3	-6	-0.1	100	-7
N/C(=N\OC(=O)N1c2ccccc2Sc2ccccc21)c1ccccc1	2	95	-8	0.0	1.1	3	-8	-0.1	99	8
O=C(CSc1ncnc2sc3c(c12)CCCC3)c1ccccc1	-4	93	-13	2.0	1.2	12	-4	0.0	104	13
CCCCOc1ccc(C(=O)N2CCCC2)cc1	-15	105	-26	-0.4	1.5	-9	12	-0.1	114	26
O=C1NC(=Nc2ccc(O)cc2)S/C1=C/c1ccco1	-9	104	7	6.0	1.2	-1	-4	-0.2	107	-7
CC(C)(C)C(=O)Oc1cc(N)n(S(=O)(=O)c2ccccc2)n1	9	98	-10	2.7	0.93	7	-2	-0.4	90	10
O=S(=O)(Nc1ccc(-c2nnc(SCc3ccc(Cl)cc3)o2)cc1)c1ccccc1	4	100	1	7.8	1	1	-1	-0.3	96	-1
O/N=C/c1cn(-c2ccccc2)nn1	-12	103	4	0.9	1.2	6	-1	-0.1	111	-4
COc1cccc(/C=N/Nc2snc(SC)c2C#N)c1	8	109	-30	1.5	2.3	-6	5	0.0	93	30
CC(=O)Nc1cccc(-c2csc(Nc3ccc(Cl)cn3)n2)c1	-108	96	-182	0.1	6.5*	5	19	-0.3	202*	182*
COc1ccc(Cl)cc1NC(=O)CCN1CCN(C)CC1	1	103	19	0.7	1.1	2	-1	-0.3	99	-19
CCOC(=O)C(NC(=O)c1ccc(OC)cc1)(N1CCOCC1)C(F)(F)F (stereo unspecified)	3	102	-4	2.1	1.1	0	-6	-0.1	97	4
Cc1ccc[n+](C(C)C(=O)Nc2ccc(C)c([N+](=O)[O-])c2)c1 (stereo unspecified)	5	101	7	0.8	1.1	6	-8	-0.5	96	-7
Cc1nc2sc(C(=O)c3ccccc3)c(N)c2c2c1CCCC2	-15	102	-52	1.5	1.9	0	9	-0.1	113	52
CC1(C)OC(=O)C(=CNc2ccccc2)C(=O)O1	-11	98	-10	3.2	1.1	7	-1	0.2	110	10
Cc1ccccc1Cn1nc(C)c(NC(=O)c2noc3c2CCc2ccccc2-3)c1C	5	76	10	-1.2	0.82	34	-7	-0.3	96	-10
Nc1c(NCc2ccccc2)c(=O)[nH]c(=O)n1Cc1ccccc1	3	99	0	-0.4	1	7	-2	-0.7	97	0

Carrying on.
SMILES	STAT1 blocker	STAT3 act	APP 5UTR inh	RAM network inh	NF-kB expr up	STAT3 blocker	FLuc inh counter	Hsp70 act	STAT1 act	APP 5'UTR act
C/C(=N/NC(=O)C1CCCCC1)c1ccc([N+](=O)[O-])cc1	4	103	3	0.3	1	-1	-2	-0.4	97	-3
CCN(CC(=O)Nc1ccccc1OC)CC(=O)Nc1ccccc1C(F)(F)F	0	98	18	1.9	1.1	7	-5	-0.1	100	-18
CC1(C)C(c2ccccn2)=[N+]([O-])C(C)(C)N1O	-10	101	-3	1.8	1	2	-7	-0.1	109	3
CCCCN(C)C(=O)Cn1cnc2sc(C)cc2c1=O	-3	99	8	0.5	0.98	11	-3	0.0	103	-8
CC(=O)NCc1ccc(C(=O)CCl)cc1	8	101	1	0.8	1.2	-2	-5	0.0	93	-1
CCCCn1cnc2cc(C)c(C)cc21	-29	92	-9	2.7	1	15	-6	-0.3	124	9

Structures shown so far with a Cl atom, in the order listed:
SMILES	STAT1 blocker	STAT3 act	APP 5UTR inh	RAM network inh	NF-kB expr up	STAT3 blocker	FLuc inh counter	Hsp70 act	STAT1 act	APP 5'UTR act
Clc1ccc(-c2nnc3ccccn23)cc1	-2	98	-18	-1.0	1.5	5	-5	-0.1	102	18
CSc1cc(-c2ccccc2)n(Cc2ccc(Cl)cc2Cl)c(=O)c1C#N	3	103	6	4.1	0.96	4	-6	-0.4	97	-6
CC(OC(=O)c1cc(Cl)ccc1[N+](=O)[O-])C(=O)NC(C)c1ccc(F)cc1 (stereo unspecified)	-3	103	-6	0.9	1.1	-7	-18	-0.3	105	6
Clc1ccc2nc(-c3ccc(Br)s3)cn2c1	5	51	-230	1.9	3.5*	58*	78*	-0.1	96	230*
Fc1ccc(CCNC(=S)Nc2ccc(F)c(Cl)c2)cc1	4	96	-6	-0.8	1.2	10	-6	-0.2	95	6
O=C(CN1C(=O)C2CC=C(Cl)CC2C1=O)N1CCOCC1 (stereo unspecified)	-2	104	-2	1.4	1.1	-1	5	-0.3	104	2
O=S(=O)(Nc1ccc(-c2nnc(SCc3ccc(Cl)cc3)o2)cc1)c1ccccc1	4	100	1	7.8	1	1	-1	-0.3	96	-1
CC(=O)Nc1cccc(-c2csc(Nc3ccc(Cl)cn3)n2)c1	-108	96	-182	0.1	6.5*	5	19	-0.3	202*	182*
COc1ccc(Cl)cc1NC(=O)CCN1CCN(C)CC1	1	103	19	0.7	1.1	2	-1	-0.3	99	-19
CC(=O)NCc1ccc(C(=O)CCl)cc1	8	101	1	0.8	1.2	-2	-5	0.0	93	-1
